Source: PubChem (several laboratories)
KKLEB tox – cytotoxicity in KKLEB CF airway cells, primary screen, cytotoxicity control for CF NF-kB inhibitor project, cell-based, uHTS, fluorescence assay plates | KKLEB CF airway cells viability, ATPlite luminescence, overnight; hits give low values; cells stimulated with P. aeruginosa culture filtrate | activity change (cytotoxicity), % at 5 µM | 0.36% of 360,000 active;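 active means corrected activity change at or below -50% at 5 µM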
HIF-2a inh – HIF-2a reporter inhibitors, primary screen, luminescence, 786-0 RCC cells; 0.72% of 360,000 active; 786-0 RCC cells HIF-2a reporter, luciferase luminescence, overnight; AID 624352, 2012; inhibition, % at 18.8 µM;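 active means inhibition of the luminescence signal of 40% or more relative to plate controls, in a single-dose primary screen at 18.75 µM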
Shn3 3UTR inh – reduction of Shn3 3'UTR firefly luciferase signal, primary screen, Schnurri-3 inhibitor project, cell-based, Clone20 osteoblasts, set 2; Clone20 osteoblast Shn3 3'UTR firefly luciferase, 24 h; inhibition, % at 12.5 µM; 0.52% of 360,000 active;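 active means mean inhibition of at least 75% with every replicate also reaching 75%; inconclusive means mean inhibition at least 75% but some replicate below; inactive means mean inhibition below 75%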;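 further: 0% = median of neutral control wells and 100% = pilot-screen positive control compound; some compounds past the cut are filed as inactive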
C8 TRAIL sens – viability loss with TRAIL in NB7+C8 cells, primary screen, TRAIL sensitizer project, cell-based, ATPlite luminescence; inhibition (viability loss, TRAIL sensitization), % at 10 µM; AID 624354, 2012; 1% of 360,000 active;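 active means compounds causing at least 50% loss of cell viability in the single-dose screen, relative to plate controls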
iPSC survival up – enhancers of single-cell hiPSC survival, primary screen, ATPlite luminescence; 100% = ROCK inhibitor wells, 0% = DMSO; 0.044% of 360,000 active; AID 602274, 2012; survival enhancement, % at 20 µM; in the data active means survival enhancement above about 18%;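 further: cells exposed to compounds for 16 hours before the ATP read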
NR2E3 ag-1 – NR2E3 agonists in two-hybrid cells, primary screen, cell-based, luminescence, CHO-S, Gal4-NCOR/VP16-NR2E3 | luciferase | inhibition of corepressor binding, % at 3.98 µM | 0.35% of 360,000 active | AID 602229, 2012;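 active means inhibition above the mean of all tested compounds plus 3 SD, cut at about 70% in these data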;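 further: 0% = DMSO with NR2E3 transfected cells and 100% = cells lacking NR2E3 construct; higher means lower luciferase signal from less NR2E3 corepressor binding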
Target sequence (Q9Y5X4 whole entry, looked up, the tested form may be a part): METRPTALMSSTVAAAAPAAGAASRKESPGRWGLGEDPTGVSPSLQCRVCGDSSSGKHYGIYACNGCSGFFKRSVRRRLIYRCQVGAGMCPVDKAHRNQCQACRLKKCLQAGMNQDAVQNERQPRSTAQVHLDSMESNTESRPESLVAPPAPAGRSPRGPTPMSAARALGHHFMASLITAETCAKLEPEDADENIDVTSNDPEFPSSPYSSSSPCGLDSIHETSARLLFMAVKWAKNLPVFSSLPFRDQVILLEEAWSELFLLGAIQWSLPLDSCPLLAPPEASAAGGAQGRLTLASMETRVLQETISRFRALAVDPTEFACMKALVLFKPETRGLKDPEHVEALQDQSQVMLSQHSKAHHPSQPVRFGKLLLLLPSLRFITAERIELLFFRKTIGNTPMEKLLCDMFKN
NR2E3 ag-2 – inhibitors of NR2E3-RetCOR corepressor binding, primary screen, NR2E3 agonist project, biochemical, TR-FRET, GST-NR2E3, biotin-RetCOR | Photoreceptor-specific nuclear receptor (Homo sapiens), Q9Y5X4 | AID 2300, 2010 | 1536-well | inhibition of corepressor binding, % at 4.78 µM | 0.12% of 320,000 active;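 active means percent inhibition above the cutoff of mean plus 3 SD of all tested compounds, set per screening campaign, cut at about 20% in these data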;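 further: 0% = DMSO wells and 100% = biotin wells as full block of FRET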
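System: GST-tagged NR2E3 plus biotinylated RetCOR corepressor; Amount: 1.35 nM GST-tagged NR2E3 final; Dosing: single nominal compound dose of 4.8 µM; Schedule: 5 h incubation at 4 °C; Technique: TR-FRET with europium anti-GST and streptavidin-D2, 340 nm excitation; Controls: biotin wells as high control, 0.6% DMSO wells as low control.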
MITF TRPM1 inh – inhibitors of MITF-dependent TRPM1 promoter reporter, primary screen, cell-based, SK-MEL-5, single point, luciferase; AID 488899, 2010; inhibition, % at 12.5 µM; 0.83% of 330,000 active; SK-MEL-5 TRPM1 promoter luciferase, 24 h;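 active means mean inhibition across replicates of 60% or more, whatever share of single replicates reaches that level; inconclusive means some that reach 60%, reason not given; inactive means mean inhibition across replicates below 60%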; further: values of inactives mirror those of a sister screen read the other way
CF NFkB block – inhibitors of PAF-induced NF-kB signaling, primary screen, cell-based, GFP fluorescence, uHTS | KKLEB NF-kB-GFP reporter, GFP fluorescence overnight | inhibition, % at 5 µM | 0.86% of 360,000 active | AID 588850, 2011;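 active means at least 50% inhibition at 5 µM, scaled per plate between neutral and stimulator controls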;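 further: PAF is a Pseudomonas aeruginosa culture filtrate used as stimulus; plate controls were PAF-stimulated DMSO wells for no effect and unstimulated DMSO wells for full effect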
EBV LMP1 NFkB – EBV LMP1-driven NF-kappaB luciferase reporter inhibitors, primary screen, cell-based, luminescence, single point; inhibition, % at 12.5 µM; 0.69% of 350,000 active; AID 504558, 2011; LMP1-induced NF-kappaB luciferase reporter cells; in the data active means inhibition above about 41%; inconclusive means no clear call, values can overlap the other calls;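 further: 0% = neutral control wells and 100% = reference inhibitor control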
Peg3 prom inh – Peg3 promoter-driven luciferase inhibitors, primary screen, cell-based, HeLa, luciferase luminescence | 1.7% of 360,000 active | HeLa PEG-Prom luciferase reporter, overnight | inhibition, % at 20 µM;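 active means inhibition of at least 50% at 20 µM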
An asterisk follows results filed as active; ? = inconclusive; · = no result given. This is a subset; rates above refer to the full screens.

SMILES	KKLEB tox	HIF-2a inh	Shn3 3UTR inh	C8 TRAIL sens	iPSC survival up	NR2E3 ag-1	NR2E3 ag-2	MITF TRPM1 inh	CF NFkB block	EBV LMP1 NFkB	Peg3 prom inh
COc1ccc(NC(=O)CSc2nc3c(c(-c4cccs4)c2C#N)CN(C)CC3)cc1OC	2	15	-13	-4	-1.7	16	2	6	-30	4	8
O=S(=O)(Nc1nc2ccccc2nc1-[n+]1ccccc1)c1ccc(Cl)cc1	-8	12	-8	-7	-1.1	-11	4	6	4	6	1
O=[N+]([O-])c1c(Nc2ccccc2O)cc(N2CCOCC2)c2nonc12	-14	51*	·	2	-0.4	-34	4	-5	-5	2	24
CC(=O)c1ccc(N2C(=NC(=O)CCc3ccccc3)SC3CS(=O)(=O)CC32)cc1 (stereo not given)	7	17	6	7	-0.1	6	1	-3	-10	4	1
CC(C)CC(=O)c1c[nH]c(C(=O)NCc2cccs2)c1	-17	-7	·	6	4.2	5	2	-9	0	0	5
Cc1ccc(CNC(=O)c2cc3cc(Br)ccc3oc2=N)cc1	-6	9	-12	-16	-0.4	-20	3	10	-6	5	-2
Cc1noc(N)c1C1(O)C(=O)Nc2c(Cl)cc(Cl)cc21 (stereo not given)	-2	10	15	2	1.4	-9	4	6	7	-1	19
Cc1ccccc1N1C(=O)C(Cl)=C(N2CCOCC2)C1=O	6	16	-21	2	-0.5	-40	-1	1	1	1	13
COc1ccc(CCN2C(=S)NC3CC2(C)Oc2ccc([N+](=O)[O-])cc23)cc1OC (stereo not given)	-1	22	82	5	0.0	38	2	15	-38	14	24
CCOc1ccccc1NC(=O)CN1CCCCCC1	-8	15	3	-1	0.3	-28	2	4	4	0	17
COc1cccc(CC(=O)OCC(=O)Nc2nnc(-c3ccccc3)o2)c1	0	8	0	-5	-0.5	18	-1	0	-13	4	12
COCCNS(=O)(=O)c1cccn1-c1ncc(C(F)(F)F)cc1Cl	12	17	3	-1	1.9	9	3	10	-1	-15	8
COc1ccc(CCNS(=O)(=O)c2ccc3c(c2)OCCO3)cc1OC	5	6	-30	-10	0.3	-8	0	7	18	10	20
Cc1ccc(C)c(N2CCN(C(=O)CCc3nc(-c4ccccc4Cl)no3)CC2)c1	-2	-3	-2	8	-1.1	-17	·	1	0	9	20
COc1cc(C#Cc2c(-c3cncn3C)n(C)c3ccc(-c4ccc5[nH]ccc5c4)cc23)cc(OC)c1	9	-140	53	-5	1.0	-35	3	-22	27	-25	-114
Cc1cnc(NC(=O)CSc2nnc(-c3ccccc3)n2Cc2ccccc2)s1	2	4	6	0	-2.7	4	4	2	4	2	-5
O=S(=O)(NCc1nnc2ccccn12)c1ccc(F)cc1	-4	23	12	9	-0.4	11	·	-8	16	-1	6
Cc1ccc(S(=O)(=O)NCc2ccc(N3CCN(C(=O)OC(C)(C)C)CC3)cc2)cc1	-5	9	81	28	-0.5	-20	-1	20	20	9	16
CC1(C)OC(=O)C(=NNc2ccc(O)cc2)C(=O)O1	-4	-22	54	2	1.7	1	-1	6	16	-5	-15
Cc1ccc(Cn2c(C3CCCN3c3nc(-c4cc(Cl)c(N)c(Cl)c4)cs3)nc3cc(C(=O)NCCCO)ccc32)cc1 (stereo not given)	2	-8	16	-12	0.4	20	1	2	-12	-1	-16
S=C(NCc1ccco1)Nc1ccc(Cl)cc1	4	-1	-22	-4	-0.9	-12	3	-8	6	1	7
COc1ccc2cc(C3CC(c4ccco4)=NN3S(=O)(=O)c3ccccc3)c(Cl)nc2c1 (stereo not given)	-13	12	12	0	3.1	-9	0	-11	18	0	1
O=C(NN=Cc1ccc(O)c(O)c1)c1ccccc1	7	-103	-13	22	-0.6	-59	·	·	-8	·	-22
Cc1cc(C)c2c(CN3CCOCC3)cc(=O)oc2c1	-11	2	17	-25	-0.8	15	1	-1	17	4	11
Cc1ccc(S(=O)(=O)N2CCCCC2CCNC(=O)C(=O)Nc2ccccc2F)cc1 (stereo not given)	-3	3	11	23	0.8	-9	-3	34	6	-16	6

Next part:
SMILES	KKLEB tox	HIF-2a inh	Shn3 3UTR inh	C8 TRAIL sens	iPSC survival up	NR2E3 ag-1	NR2E3 ag-2	MITF TRPM1 inh	CF NFkB block	EBV LMP1 NFkB	Peg3 prom inh
O=C(Nc1ccc(CCC(=O)N2CCCC2)cc1)c1ncn[nH]1	7	-15	-11	2	1.4	-34	1	1	-5	-4	-7
CCc1nc(SCc2ccc(C(=O)OC)o2)n[nH]1	-3	11	-17	-1	1.8	7	-2	0	16	-1	-2
CCCCNC(=O)C1(C)CCN1C(=O)c1cc(C)n(C(C)(C)C)n1 (stereo not given)	10	9	7	3	-2.1	-45	·	·	-20	·	-2
CC1(C)Oc2ccc3ccc(=O)oc3c2/C(=C/Nc2ccccn2)C1=O	2	12	23	7	-0.2	-10	1	3	-9	-4	50
O=S(=O)(NCCc1c[nH]c2ccccc12)c1ccccc1	0	-8	12	-8	2.5	10	-1	6	-3	-5	-1
COC(=O)c1ccc(C(=O)NC2CCCc3c2cnn3-c2ccc(C)c(C)c2)cc1 (stereo not given)	-10	-19	54	26	0.2	3	-3	30	-5	23	4
CS(=O)(=O)N(CC(=O)Nc1ccccc1C(=O)NCc1ccco1)c1ccccc1F	2	8	-7	-7	-0.5	-4	0	-4	1	-6	-1
COc1ccc(NC2CCCN(Cc3cccc4cnccc34)C2)cc1OC (stereo not given)	-12	21	11	-9	1.3	9	2	18	11	23	16
O=C1NC(=NCc2ccccc2)NC1(c1ccccc1)c1ccccc1	-14	-2	16	-14	2.3	4	·	-1	11	7	13
Nc1nc(SCC(=O)c2cccc([N+](=O)[O-])c2)n[nH]1	0	5	1	-2	0.6	-9	-1	-6	2	4	-1
COC(=O)c1nc(C(=O)OC)c(C(=O)OC)nc1C(=O)OC	8	12	-2	-13	8.4	-8	1	5	6	-3	-6
Cc1ccc([N+](=O)[O-])cc1NC(=O)CCc1ccccc1	-2	17	10	2	0.8	6	1	12	10	-2	14
Cn1c(=O)c2c(nc(CN3CCN(c4ccc(F)cc4)CC3)n2CCN2CCOCC2)n(C)c1=O	-8	16	16	-4	0.3	-8	0	-4	-9	5	16
COCC(=O)N1CCC(n2nccc2NC(=O)c2ccccc2OC)CC1	-3	-32	8	-9	0.1	-16	1	0	-29	6	-25
COc1ccc(-n2c(SCC(N)=O)nc3sc4c(c3c2=O)CCC4)cc1	2	19	-1	3	0.6	14	2	5	-23	-4	11
Cc1cc(=O)oc2c(C)c(OC(C)C(=O)NCCN3CCOCC3)ccc12 (stereo not given)	6	16	0	7	0.0	-12	1	2	9	-5	19
Cc1cnc(C(=O)NCCc2ccc(C(F)(F)F)cc2)cn1	1	-7	8	2	1.1	-30	4	0	3	-5	-8
Nc1nc(-c2ccccn2)nc(N)c1Cc1ccccc1F	-13	-160	-6	29	-3.1	14	-3	-6	24	-12	-165
NS(=O)(=O)c1cccc(NC(=O)COC(=O)CN2C(=O)C3CC=CCC3C2=O)c1 (stereo not given)	-4	13	-3	-5	1.5	-6	-1	3	4	-5	12
CSCCC(NC(=O)c1ccccc1Cl)C(=O)NCc1ccncc1 (stereo not given)	3	6	12	-12	0.1	-43	4	10	2	-2	4
CCCCN(C(=O)COc1ccc(C)cc1OC)c1c(N)n(CCC)c(=O)[nH]c1=O	2	14	-8	-6	0.0	-7	2	29	12	-2	12
COc1cc(CNc2nnnn2C)cc(OC)c1OC	-4	11	-4	-4	-0.4	-17	1	3	-9	-1	9
CCC(=O)NC(c1ccc(C)cc1)c1ccc2cccnc2c1O (stereo not given)	-2	16	90*	23	-0.6	0	5	?	2	?	60*
CCOC(=O)C1(CC2CCCCO2)CCN(S(=O)(=O)c2cccc(F)c2)CC1 (stereo not given)	-7	10	3	3	1.3	19	1	14	0	-6	24
COCCn1cc(C(=O)c2cc(Br)ccc2O)cc(C#N)c1=O	14	16	6	-7	-1.4	-24	3	6	-16	11	15

More records
SMILES	KKLEB tox	HIF-2a inh	Shn3 3UTR inh	C8 TRAIL sens	iPSC survival up	NR2E3 ag-1	NR2E3 ag-2	MITF TRPM1 inh	CF NFkB block	EBV LMP1 NFkB	Peg3 prom inh
COc1ccc(CC(=O)NNC(=O)CSc2nc(C)c(C)c(=O)[nH]2)cc1	-9	14	19	0	1.3	-7	0	-3	-5	-17	8
COc1ccc(-n2c(O)cnc2Nc2nc(C)cc(C)n2)cc1OC	-13	5	-9	18	-1.9	4	-1	-3	2	-10	9
Cc1cc(C(F)(F)Cl)n2ncc(-c3ccccn3)c2n1	16	-45	-21	-19	-0.7	-19	0	14	-20	1	-33
CC1CCCCC1NC(=O)CN(C)S(=O)(=O)c1ccc2c(c1)c(=O)n(C)c(=O)n2C (stereo not given)	1	13	0	-6	2.0	-30	-1	-3	-13	1	10
c1coc(CNc2c3c(nc4ncnn24)CCC3)c1	-3	8	-4	9	6.9	16	0	-6	-16	2	29
CCOC(=O)/C(C#N)=C(\N)C(C)C(=O)Nc1ccccn1 (stereo not given)	6	-1	-10	-5	0.4	-11	1	12	-9	3	3
Cc1ccc2nc(-c3ccccc3O)c(Nc3ccc4c(c3)OCCO4)n2c1	13	-3	-34	-1	3.1	-4	-2	9	-30	1	-23
O=S(=O)(NCC1CCCO1)c1ccc(NS(=O)(=O)c2ccc(F)cc2)cc1 (stereo not given)	0	-13	-4	-14	-0.2	0	4	10	-2	-5	-8
CCOc1ccc(-n2c(=O)cc(N3CCN(c4ccc(F)cc4)CC3)[nH]c2=O)cc1	-8	-9	7	-12	-1.0	34	5	13	-5	-15	1
O=C(Nc1nc(-c2ccc(F)cc2)cs1)c1cnccn1	5	-22	-24	11	-2.0	-17	0	-12	-6	-1	-46

Pulled by compound from the list above (3):
SMILES	KKLEB tox	HIF-2a inh	Shn3 3UTR inh	C8 TRAIL sens	iPSC survival up	NR2E3 ag-1	NR2E3 ag-2	MITF TRPM1 inh	CF NFkB block	EBV LMP1 NFkB	Peg3 prom inh
CC1CCCCC1NC(=O)CN(C)S(=O)(=O)c1ccc2c(c1)c(=O)n(C)c(=O)n2C (stereo not given)	1	13	0	-6	2.0	-30	-1	-3	-13	1	10
CCOc1ccc(-n2c(=O)cc(N3CCN(c4ccc(F)cc4)CC3)[nH]c2=O)cc1	-8	-9	7	-12	-1.0	34	5	13	-5	-15	1
O=S(=O)(NCC1CCCO1)c1ccc(NS(=O)(=O)c2ccc(F)cc2)cc1 (stereo not given)	0	-13	-4	-14	-0.2	0	4	10	-2	-5	-8
